Screening results as filed in PubChem.
HTT ATP protect = protects HTT-Q103 PC12 cells, measured by ATP; PC12 HTT-Q103 induced, cytoprotection, ATP luminescence, 40 h; Potency, µM (highest dose often 56.4 µM), for the others: cytoprotection (ATP increase), actives largely listed as activators; 230,000 tested, 0.14% active; AID 1471;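 also: % of control where 0% means no effect; nearly all actives have a fitted effect of over 45% in size; toxic huntingtin expression switched on by the ecdysone agonist tebufenozide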
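Compounds were screened for protection of PC12 cells against cell death after tebufenozide induction (100 nM final) of mutant Huntingtin exon 1 (Q103) fused to GFP.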
Tau FP inhib = inhibitors of human tau fibril formation. P10636. K18 P301L tau heparin fibrillization, Alexa594 FP, 6 h. Potency, µM (titrated, usually from 57.7 µM), inactives show at the highest dose activity, negative = inhibition, hits mostly inhibitors. 280,000 tested, 0.39% active; also: % is scaled to controls: 0 for no effect and ±100 for the full control effect; nearly all actives have a fitted effect of over 55% in size
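Read-out: fluorescence polarization of Alexa 594-labeled tau (0.24 uM), 555 nm excitation, 632 nm emission. Mixtures held 15 uM unlabeled K18 P301L, compound and 20 uM heparin, pH 7 acetate buffer, incubated 6 hr at 37 C.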
L3MBTL1 inh = blocks human L3MBTL1; AlphaScreen L3MBTL1–H3K9me1 peptide binding; AID 485360; Q9Y468; Potency, µM (highest dose often 57.1 µM), inactives show at the highest dose activity, negative = inhibition, hits mostly inhibitors; 230,000 tested, 0.66% active; also: % is scaled to controls: 0 for no effect and ±100 for the full control effect; nearly all actives have a fitted effect of over 60% in size
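Read-out is AlphaScreen signal from streptavidin donor and nickel chelate acceptor beads (10 ug/mL final each) bridging L3MBTL1 (50 nM) and biotinylated K9-monomethylated H3(1-15) peptide (75 nM), after 30 min compound exposure at room temperature.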
RECQ1 helicase = inhibitors of human RECQ1 DNA helicase | RECQ1 DNA unwinding, red fluorescence kinetic read | 240,000 tested, 0.54% active | Potency, µM (titrated, usually from 57.3 µM), inactives show at the top dose activity, negative = inhibition, actives largely listed as inhibitors | P46063;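 also: plate controls were vehicle for no effect and no enzyme for full effect; nearly all actives have a fitted effect of over 30% in size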
Target sequence (P46063 whole entry, looked up): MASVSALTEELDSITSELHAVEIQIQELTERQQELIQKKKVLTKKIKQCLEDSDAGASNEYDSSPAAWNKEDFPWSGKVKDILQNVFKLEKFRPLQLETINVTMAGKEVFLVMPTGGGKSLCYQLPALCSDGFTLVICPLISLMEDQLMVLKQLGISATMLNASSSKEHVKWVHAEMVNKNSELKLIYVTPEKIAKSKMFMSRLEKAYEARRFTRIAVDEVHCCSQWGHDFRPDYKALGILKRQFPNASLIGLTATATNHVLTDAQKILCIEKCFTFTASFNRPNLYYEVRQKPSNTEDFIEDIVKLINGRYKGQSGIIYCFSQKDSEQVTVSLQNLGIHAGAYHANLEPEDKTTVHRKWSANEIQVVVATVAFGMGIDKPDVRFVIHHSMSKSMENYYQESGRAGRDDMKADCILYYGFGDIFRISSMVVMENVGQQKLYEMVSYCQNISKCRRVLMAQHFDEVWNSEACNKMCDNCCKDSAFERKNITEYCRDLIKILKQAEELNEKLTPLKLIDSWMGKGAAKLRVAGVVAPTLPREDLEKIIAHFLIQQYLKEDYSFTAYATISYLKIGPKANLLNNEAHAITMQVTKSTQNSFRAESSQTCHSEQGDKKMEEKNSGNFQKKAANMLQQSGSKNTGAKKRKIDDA
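RECQ1T1 50 nM; forked duplex (20 bp + 30-nt ss tails) 200 nM, ATP 2 mM final; pH 8.0, 2 mM MgCl2, 2.5 ug/ml poly(dI-dC); 15 min compound preincubation; discontinuous kinetic read over 2 h at RT.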
TexasRed fluor = counter-screen for TRb-SRC2 inhibitors: fluorescence interference; Potency, µM (series often up to 106 µM), inactives show at the top dose fluorescence change, negative = quenching; 280,000 tested, 0.29% active; TRb/SRC2 Texas Red total fluorescence interference; active = well fitted curve in either direction with a large enough effect; inconclusive = small, poorly fitted or top-dose-only effect; also: % is scaled to controls: 0 for no effect and ±100 for the full control effect
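Human TRβ ligand-binding domain (0.6 uM) and Texas Red SRC2 peptide (20 nM) in Tris buffer with 1 uM T3 and 5% DMSO were incubated with pinned compound for 5 hr at ambient temperature. Total fluorescence was computed as S + 2P (555/632 nm).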
TRb-SRC2 inh = TRbeta-SRC2 interaction inhibition; Potency, µM (titrated, usually from 106 µM), for inactives: at the top dose activity change, negative = inhibition, hits mostly inhibitors; AID 1469; TRbeta-SRC2 peptide binding, fluorescence polarization; receptor liganded with 1 µM T3; 280,000 tested, 0.065% active; P10828;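 also: plate controls were bound peptide for no effect and peptide without receptor for full effect; nearly all actives have a fitted effect of over 50% in size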
Target sequence (P10828 whole entry, looked up): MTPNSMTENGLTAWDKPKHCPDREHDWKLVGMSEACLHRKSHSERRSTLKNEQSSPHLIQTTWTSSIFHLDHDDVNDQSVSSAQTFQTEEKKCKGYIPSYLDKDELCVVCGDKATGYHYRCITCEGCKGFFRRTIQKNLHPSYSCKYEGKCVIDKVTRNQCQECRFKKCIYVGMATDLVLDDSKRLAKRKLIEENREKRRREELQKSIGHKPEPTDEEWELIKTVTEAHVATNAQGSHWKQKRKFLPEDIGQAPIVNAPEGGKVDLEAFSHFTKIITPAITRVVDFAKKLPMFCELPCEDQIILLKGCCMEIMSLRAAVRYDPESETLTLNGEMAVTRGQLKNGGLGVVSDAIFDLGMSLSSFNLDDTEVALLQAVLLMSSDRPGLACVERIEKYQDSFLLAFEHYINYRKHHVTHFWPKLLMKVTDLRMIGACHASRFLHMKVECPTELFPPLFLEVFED
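Human TRb LBD (0.6 uM) plus Texas Red-labeled SRC2 peptide (20 nM), 1uM T3, 5% DMSO, 5 hr at ambient temperature. Decreased polarization (555/632 nm) flags inhibition; data normalized to free and bound peptide controls.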
Tau fluor cs = counter-screen for tau fibril formation inhibitors; Potency, µM (highest dose often 57.7 µM), without a hit: at the highest dose activity change, negative = decrease; tau K18 P301L Alexa594 fluorescence, heparin fibrillization; AID 1463; 280,000 tested, 0.93% active; also: % is scaled to controls: 0 for no effect and ±100 for the full control effect; nearly all actives have a fitted effect of over 55% in size
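Human K18 P301L tau (15 uM unlabeled plus 0.24 uM Alexa 594-labeled, final) in 100 mM sodium acetate pH 7 was mixed with compound and 20 uM heparin and incubated 6 hr at 37 C.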
Tau fibril ThT = tau fibrillization inhibition (ThT binding). recombinant tau K18 P301L (four-repeat tau fragment), heparin-induced fibrillization, ThT fluorescence. Potency, µM (highest dose often 57.4 µM), without a hit: at the highest dose activity, negative = inhibition, usual class: inhibitors. 270,000 tested, 2.1% active. AID 1460; also: % is scaled to controls: 0 for no effect and ±100 for the full control effect; nearly all actives have a fitted effect of over 55% in size
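Heparin-induced (20 uM) aggregation of recombinant human K18 P301L tau, 15 uM unlabeled with 0.24 uM labeled, pH 7 acetate buffer, 6 hr at 37 C with compound. Fibrils quantified by 30 uM ThT fluorescence after 1 hr ambient incubation.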
* = called active by the depositor; i = inactive; ? = inconclusive; . = no result given; & = joins results of further samples; [ ] = dose if it differs, or a comment. Unless noted, calls follow the shape of the dose curve; as a rule, active = well fitted curve in the direction sought with a large enough effect; inconclusive = small, poorly fitted or top-dose-only effect, or another doubt; inactive = no such curve, though single readings can be large; an effect the other way counts as inactive or inconclusive. Potency is read from the fitted curve at half-maximal effect. This is a subset, so the mix of outcomes need not match the whole.

Values in the order: HTT ATP protect, Tau FP inhib, L3MBTL1 inh, RECQ1 helicase, TexasRed fluor, TRb-SRC2 inh, Tau fluor cs, Tau fibril ThT
- Cc1cc(C)nc(N2C(=O)CC(C(=O)O)NC2=NCCc2c[nH]c3ccccc23)n1 (configuration not stated)
 : 0%[0.074 µM], 3%, 3%, i, 0%, 0%, 1%, -3%
- CCOC(=O)c1sc(NS(=O)(=O)c2ccc(F)cc2)nc1C
 : -10%[10 µM], -3%, 3%, -1%, -3%, 2%, -10%, -7%
- Cc1ccc(S(=O)(=O)N2CCC(=O)N(CCOC(=O)Nc3ccc(F)cc3)CC2)cc1
 : ., -4%, 5%, -15%, 0%, 4%, -26%, -9%
- O=C(/C=C/Nc1ccc([N+](=O)[O-])cc1Br)c1cccc2ccccc12
 : 25%[0.074 µM], 0%, -21%, -5%, -1%, -4%, ?, ?
- CN(C)CCNC(=O)c1cc2sc3ccccc3c2s1
 : -36%[inhibitor], -8%, ., -2%, -1%, -1%, -12%, 0%
- O=C1COc2ccc(C(=O)CSc3ccccc3C(=O)O)cc2N1
 : 16%[10 µM], -3%, 18%, -10%, -8%, -7%, 9%, -12%
- CCOC(=O)N1CCC(N(CCN(C)C)C(=S)Nc2cccc(C)c2)CC1
 : -2%[10 µM], -5%, -2%, -4%, 3%, -6%, -1%, -3%
- CC1CC1C(=O)OCC(=O)NC(=O)NC12CC3CC(CC(C3)C1)C2 (configuration not stated)
 : -43%[inhibitor], -7%, ., -3%, -2%, 1%, -11%, -8%
- O=C(COC(=O)c1ccc[nH]c1=O)NC1CCCC1
 : 15%, 4%, 2%, -4%, -6%, -1%, 6%, 7%
- CC1=C(C(=O)Nc2ccccc2)C(c2ccco2)C(C#N)=C(SCC(=O)Nc2cccc(C)c2C)N1 (configuration not stated)
 : 10%[1.9 µM], ?, -9%, -11%, -5%, 13%, -20%, -8%
- CCOC(=O)c1c(CN(C)C)n(-c2ccc(C)cc2)c2cc(Br)c(O)cc12
 : ., 5%, -4%, -9%, -1%, -6%, -15%, -4%
- CC(=O)Oc1ccc2c(C)c(CC(C)O)c(=O)oc2c1 (configuration not stated)
 : -12%, -9%, 7%, -1%, 0%, -1%, -4%, -4%
- CCCC(=O)NCCCc1nc2ccccc2n1C
 : 1%[10 µM], 3%, 13%, -6%, -2%, -6%, 1%, -5%
- O=C(N/N=C/C=C/c1ccccc1[N+](=O)[O-])c1cc(-c2cccnc2)nc2ccccc12
 : 16%[10 µM], 8%, -3%, -7%, 2%, 12%, ?, -15%
- CSc1nc(S(=O)(=O)c2ccc(C)cc2)c(Cl)s1
 : -52%[inhibitor], -1%, -20%, 0%, -2%, -2%, -3%, 0%
- CN(C)/C=N/n1cnc2ccccc2c1=O
 : 18%[10 µM], 1%, -15%, -1%, -1%, -11%, -5%, 0%
- COC(=O)c1cccc(NC(=O)c2cc(OC)c(OC)c(OC)c2Br)c1
 : 2%[10 µM], 3%, -14%, -11%, 1%[53 µM], 5%[53 µM], 5%, 6%
- CCN(CC)S(=O)(=O)c1ccc(C(=O)Nc2ncn(Cc3ccccc3)n2)cc1
 : -14%, -3%, 2%, -3%, 4%, 5%, -3%, 1%
- CCCN1CCC(=O)N([C@H](CSc2ccc(C)cc2)CC(C)C)CC1
 : 17%[10 µM], -3%, ., i, -1%, 2%, 0%, -3%
- COc1ccc(CCN(C)C(=S)NC(=O)c2ccc(F)cc2Cl)cc1OC
 : -14%, 1%, 4%, -5%, -4%, 1%, 4%, 4%

3 of the compounds above, as tab-separated lines.
structure	HTT ATP protect	Tau FP inhib	L3MBTL1 inh	RECQ1 helicase	TexasRed fluor	TRb-SRC2 inh	Tau fluor cs	Tau fibril ThT
Cc1cc(C)nc(N2C(=O)CC(C(=O)O)NC2=NCCc2c[nH]c3ccccc23)n1 (configuration not stated)	0%[0.074 µM]	3%	3%	i	0%	0%	1%	-3%
CCOC(=O)c1sc(NS(=O)(=O)c2ccc(F)cc2)nc1C	-10%[10 µM]	-3%	3%	-1%	-3%	2%	-10%	-7%
Cc1ccc(S(=O)(=O)N2CCC(=O)N(CCOC(=O)Nc3ccc(F)cc3)CC2)cc1	.	-4%	5%	-15%	0%	4%	-26%	-9%

Other results
Values in the order: HTT ATP protect, Tau FP inhib, L3MBTL1 inh, RECQ1 helicase, TexasRed fluor, TRb-SRC2 inh, Tau fluor cs, Tau fibril ThT
- CCCN1CCN(C(=O)c2ccccc2-c2nc3ccccc3s2)CC1
 : 15%, 1%, -4%, i, 0%, 4%, -7%, -12%
- O=C(CSc1ncn[nH]1)Nc1cccc2ccccc12
 : -3%, 1%, ., 5%, -1%, 6%, -4%, -1%
- COc1ccc(-c2cc(C(=O)NCC(C)C)no2)cc1
 : -18%, -4%, ., -5%, 0%, -14%, -11%, -13%
- COc1cc(C(C[N+](=O)[O-])c2c(C)[nH]c3ccccc23)ccc1O (configuration not stated)
 : -4%[10 µM], 11%, -8%, i, 0%, -3%, -28%, ?
- Cc1c(-c2nc(-c3ccncc3)no2)cccc1[N+](=O)[O-]
 : -7%[10 µM], -4%, -4%, 1%, -5%, 5%, -11%, -17%
- Cc1cc(Cl)ccc1C(=O)C1CCCN(C(=O)c2cnsn2)C1 (configuration not stated)
 : -7%[10 µM], 6%, 7%, -6%, -7%, 0%, -6%, 1%
- O=C1C(C23CC4CC(CC(C4)C2)C3)C(=O)N(c2ccccc2)N1c1ccccc1
 : 30%[10 µM], -14%, 1%, -5%, -2%, -7%, -4%, 3%
- COC(=O)C1=C(NC(=O)COc2ccc(Cl)cc2Cl)CCS1
 : 17%[10 µM], -2%, 7%, -11%, -3%, -2%, -8%, 0%
- Cc1ccc2nc(CSc3nnc(NC(=O)c4ccc(C(C)(C)C)cc4)s3)cc(=O)n2c1
 : ., -11%, ., ., 0%, -3%, -4%, 1%
- C[C@@](N)(C(=O)O)c1cccc(CC(=O)O)c1
 : ?, 7%, ., -6%, -2%, 1%, -3%, -6%
- O=C(Cn1c(=O)n(-c2ccccc2)c(=O)c2sccc21)N1CCCC1
 : -20%, -1%, -1%, 0%, 2%, 10%, 1%, -3%
- Cn1c(NCc2cccc(Cl)c2)nc2ccccc21
 : ., 5%, ., ., -1%, -10%, -5%, 4%
- CC1C/C(=C\c2cccnc2)C(=O)/C(=C/c2cccnc2)C1 (configuration not stated)
 : -24%[10 µM], ?, 2%, -2%, 0%, 14%, -16%, 7.1µM*
- O=C(CNC(=O)c1cccs1)OCC(=O)c1ccccc1Cl
 : -9%, -8%, -9%, 2%, -4%, -3%, -8%, 0%
- Cc1nnc2ccc(-c3ccc(NC(=O)Cc4cccs4)cc3)nn12
 : 8%[10 µM], 4%, ., 32µM*, -12%, 5%, ?, .
- Cc1oc(-c2ccc3c(c2)OCCO3)cc1C(=O)NC(Cc1ccccc1)C(=O)O (configuration not stated)
 : 29%[10 µM], -7%, -10%, -8%, -2%, 6%, -13%, ?
- Cc1nn(C(C)C(=O)O)c(=O)c2ccccc12 (configuration not stated)
 : -3%[10 µM], 7%, 1%, -3%, 1%, 0%, -1%, -1%
- O=C(Nc1ccc(N2CCCC2)cc1)c1ccccc1F
 : -18%[10 µM], 2%, -7%, i, -1%, -5%, -16%, ?
- CN(C)CC(O)CN(c1ccccc1)c1ccccc1 (configuration not stated)
 : -15%[10 µM], 6%, -4%, -7%, 0%, 7%, -6%, -5%
- COc1ccc(OC)c(S(=O)(=O)Nc2cccnc2)c1
 : -3%, 5%, ., -10%, 1%, 2%, 0%, -6%

The results go on.
Values in the order: HTT ATP protect, Tau FP inhib, L3MBTL1 inh, RECQ1 helicase, TexasRed fluor, TRb-SRC2 inh, Tau fluor cs, Tau fibril ThT
- CCOC(=O)c1c(CS(=O)(=O)c2ccccc2)n(C)c2cc(Br)c(O)c(CN(C)C)c12
 : ?, 0%, -16%, i, -2%[53 µM], 8%[53 µM], -2%, 7%
- CCOc1cccc(N2C(=O)CC(NCc3ccc(S(N)(=O)=O)cc3)C2=O)c1 (configuration not stated)
 : -4%, -1%, 0%, -11%, -2%, 5%, 0%, -4%
- COc1cc(OC)cc(C(=O)N(CN2CCCC2=O)c2ccccc2OC)c1
 : 1%, 3%, 3%, -2%, -3%, -8%, 2%, 0%
- Cc1nn(CCC(=O)Nc2cccc(C#N)c2)c(C)c1S(=O)(=O)N1CCC(C)CC1
 : ., -1%, ., ., 0%, 5%, -16%, 9%
- N#Cc1c(C(F)(F)F)cc(-c2ccco2)nc1SCc1ccccn1
 : -26%, -10%, ., ?, -16%, 13%, -26%, ?
- CCOC(=O)Cc1ccc(NC(=O)n2ncc3cc(Cl)ccc32)cc1
 : ., 7%, ., ., 0%, 2%, -15%, ?
- O=C(Cn1c(=O)n(-c2ccccc2)c(=O)c2c3c(sc21)CCC3)c1ccc(Br)cc1
 : ., -7%, ., ., -9%, 1%, 2%, 7%
- O=c1c2ccccc2nc(COc2ccccc2)n1/N=C/c1ccc(O)c(O)c1
 : -18%[10 µM], 8%, ., 28µM*, -2%, -3%, ?, .
- CCN1C(=O)C(CC(=O)Nc2ccc(OC)cc2)N(CCc2ccccc2)C1=S (configuration not stated)
 : -50%[inhibitor], -14%, -3%, -5%, -2%, -13%, ?, -4%
- CN(CC(O)CN1CCOCC1)S(=O)(=O)O (configuration not stated)
 : 23%[10 µM], -3%&5%, 9%&37%, -3%&-6%, -2%&-4%, -3%&-3%, -9%&3%, -4%&5%
- Fc1ccc(CNc2nc3c(-c4ccc(F)cc4)nnn3c3ccccc23)cc1
 : ., -13%, ., ., 0%, -6%, -10%, 0%
- Cc1ccnc(SCC(=O)c2cccc([N+](=O)[O-])c2)n1
 : 1%[10 µM], -3%, -2%, 0%, -3%, 4%, -13%, -10%
- O=C(N/C(=C/c1ccc(Br)cc1)C(=O)N1CCCC1=O)c1ccco1
 : 1%[10 µM], 0%, -17%, 16%, -1%, 12%, -4%, -2%
- O=c1cc(CSc2ccccn2)nc(N2CCN(c3ccccc3)CC2)[nH]1
 : 3%[0.074 µM], -1%, -5%, -3%, -5%, 7%, -2%, -12%
